High-throughput results deposited in PubChem BioAssay by several laboratories.
L929 necroptosis: L929 zVAD cell death inhibition | viability rescue, % at 10 µM | AID 1377 | hit rate 0.38% among 220,000 | L929 zVAD necroptosis rescue, ATP luminescence, 24 h; with zVAD 60 µM;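 active = activation, scaled between plate controls, above about 75%, limit read from the data; inactive = activation under that limit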;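 note: 0% = zVAD with DMSO and 100% = DMSO alone without zVAD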
14-3-3 Bad PPI: disrupts binding of bovine 14-3-3 zeta to phospho-Bad peptide; AID 781; hit rate 0.71% among 220,000; TR-FRET 14-3-3zeta/Dy647-pBad peptide displacement, 1 h; inhibition, % at 21.7 µM; P63103;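 active = inhibition above about 70%, limit read from the data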;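 note: 0% = full 14-3-3 plus peptide FRET controls and 100% = background without 14-3-3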
m-calpain inh: blocks pig calpain II enzyme activity; purified calpain II, fluorogenic peptide substrate, 30 min; inhibition, % at 16 µM; hit rate 0.37% among 220,000; AID 1236;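 active = inhibition above about 50%, limit read from the data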
Rad51 HR inh: Rad51 (human) homologous recombination inhibition; hRad51 DNA strand exchange, fluorescence dequenching; AID 1385; inhibition, % at 10 µM; Q06609; hit rate 0.085% among 200,000;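 active = inhibition above 40% at the single screening dose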;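 note: 0% = DMSO control wells and 100% = blanks with heterologous ssDNA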
Target sequence (Q06609 whole entry, looked up): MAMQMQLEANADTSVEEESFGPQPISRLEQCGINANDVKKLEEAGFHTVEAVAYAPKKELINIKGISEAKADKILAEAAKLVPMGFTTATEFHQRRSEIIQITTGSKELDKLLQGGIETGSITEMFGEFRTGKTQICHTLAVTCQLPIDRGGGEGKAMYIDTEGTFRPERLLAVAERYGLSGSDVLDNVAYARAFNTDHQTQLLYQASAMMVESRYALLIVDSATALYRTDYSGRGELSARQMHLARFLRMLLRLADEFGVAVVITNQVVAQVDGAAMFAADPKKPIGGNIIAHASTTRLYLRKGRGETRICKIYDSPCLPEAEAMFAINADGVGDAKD
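Test system: preformed human Rad51 ssDNA filaments; also added: Donor/quencher-labelled 47-bp dsDNA substrate; doses: 10 µM final, single point; times: 37 °C 15-min filament assembly, 30-min compound preincubation, 15-min exchange; detection: FRET fluorescence dequenching, excitation 485 nm, emission 520 nm; read-out basis: Fluorescence-based percent inhibition, control- and blank-normalised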
Hck-Nef inh: human Hck-Nef kinase inhibition. Recombinant Hck-YEEI plus Nef, Z-Lyte FRET kinase assay. inhibition, % at 20 µM. hit rate 0.68% among 220,000;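 active = Hck-Nef kinase inhibition above about 50%, limit read from the data; inactive = inhibition below that limit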;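 note: 0% = DMSO with Hck plus Nef and 100% = Hck alone without Nef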
Target sequence (P08631 whole entry, looked up): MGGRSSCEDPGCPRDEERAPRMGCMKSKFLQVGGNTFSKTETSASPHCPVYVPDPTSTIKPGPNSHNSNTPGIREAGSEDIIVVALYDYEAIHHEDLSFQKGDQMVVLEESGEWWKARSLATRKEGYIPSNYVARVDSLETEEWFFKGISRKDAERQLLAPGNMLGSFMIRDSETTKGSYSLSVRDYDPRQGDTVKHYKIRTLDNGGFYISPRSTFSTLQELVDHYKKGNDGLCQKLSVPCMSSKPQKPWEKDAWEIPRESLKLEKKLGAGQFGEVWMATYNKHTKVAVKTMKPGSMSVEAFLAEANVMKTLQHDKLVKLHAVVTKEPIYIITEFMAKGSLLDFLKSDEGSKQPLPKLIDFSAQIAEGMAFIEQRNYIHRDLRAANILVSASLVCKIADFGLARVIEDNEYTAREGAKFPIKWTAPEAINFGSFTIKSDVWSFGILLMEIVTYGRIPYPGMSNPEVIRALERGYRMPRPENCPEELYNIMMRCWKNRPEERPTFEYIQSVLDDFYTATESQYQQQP
EP2 mod: modulates human prostaglandin E2 receptor EP2 signaling. AID 940. EP2-expressing cells, cAMP HTRF FRET, PGE2 co-stimulation. P43116. induction, % at 25 µM. hit rate 0.83% among 260,000;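 active = compounds whose cAMP rise, as percent of the full-agonist control response, exceeds 60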;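 note: rat C6 glioma line stably carrying human EP2 under a CMV promoter; the protocol text gives 20 µM as final concentration; 100% = response of wells given 1 µM PGE2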
TbHK1 inh: blocks Trypanosoma brucei hexokinase 1 activity; hit rate 0.11% among 220,000; AID 1430; inhibition, % at 10 µM; recombinant TbHK1, G6PDH-coupled NADH A340;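 active = inhibition of 50% or more in the single-dose primary screen; inactive = inhibition below 50%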
eIF4E 4G PPI: blocks eIF4E binding to eIF4G. inhibition, % at 21.7 µM. P63073+Q04637. TR-FRET eIF4E-eIF4GI(517-606) binding, 2 h. hit rate 0.37% among 220,000;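 active = inhibition above about 30%, limit read from the data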;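 note: 0% = full FRET control wells and 100% = background wells lacking eIF4GI fragment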
EP2 antag: blocks the human prostaglandin E2 receptor EP2; P43116; inhibition, % at 25 µM; AID 1422; C6 glioma cells expressing human EP2, cAMP TR-FRET; cells stimulated with saturating PGE2; hit rate 0.52% among 260,000;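 active = percent inhibition above 40 after rounding to a whole number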;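 note: rat C6 glioma host cells with rolipram phosphodiesterase inhibitor present; the protocol text gives 20 µM as final concentration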
Active calls of the source: *; i = inactive; x = not tested or not shown; & = joins results of further samples; [ ] = remark or other dose. The list is partial; rates above refer to the full screens.

1. O=C(Nc1ccccc1N1CCCC1)c1ccc([N+](=O)[O-])cc1Cl
2. O=C(CCN1C(=O)c2cccnc2C1=O)NC1CCCCCC1
3. O=C(NCCN1Cc2ccccc2C1=O)c1cccs1
4. Cc1cc(C)nc(N2CCC(C(=O)NCc3ccccc3F)CC2)n1
5. COc1ccc(-n2nnnc2SCC(=O)Nc2ccccc2N2CCOCC2)cc1OC
6. Cc1ccccc1NS(=O)(=O)c1ccc(C)c(NS(C)(=O)=O)c1C
7. CCC(=O)Nc1ccc(C(=O)N/N=C/c2cccnc2)cc1
8. Cc1ccc(Sc2c([N+](=O)[O-])c(C)nn2C)cc1

assay / compound,1,2,3,4,5,6,7,8
L929 necroptosis,-0.1,0.1,0.3,6.0,-0.7,0.3,0.0,1.1
14-3-3 Bad PPI,-3,-2,8[fluorescence artefact?],-6,2,-25,-1,-6
m-calpain inh,30,12,-13,-25,21,-27,-2,12
Rad51 HR inh,2,-5,-3,21,8,8,-10,-1
Hck-Nef inh,22,-1,-1,15,15,-6,0,-23
EP2 mod,3,7,32,13,-11,9,-2,9
TbHK1 inh,-3,8,3,3,11,3,-4,-8
eIF4E 4G PPI,0,-1,4[fluorescence artefact?],-2,1,-2,1,9
EP2 antag,5,13,6,13,3,6,0,8

9. O=C(CSc1nc(-c2ccccc2)nc2ccc(F)cc12)Nc1cccc(C(=O)O)c1
10. C=CCSC1=C(C#N)C(c2cc(Br)c(O)c(OC)c2)CC(=O)N1 (stereo not drawn)
11. O=C(c1ccco1)N1CCN(S(=O)(=O)c2ccc3c(c2)OCCO3)CC1
12. O=C(Cc1c[nH]c2ccccc12)NCc1cccs1
13. CCOC(=O)C1=C(Cc2ccc(Cl)cc2)C(=O)c2ccccc2C1=O
14. O=C(CSc1nc2ccccc2[nH]1)Nc1ccccc1N1CCOCC1
15. CS(=O)(=O)N(Cc1nc2sc3c(c2c(=O)[nH]1)CCCC3)C1CCCCC1
16. O=C(NCc1cccnc1)Nc1ccccc1F

assay / compound,9,10,11,12,13,14,15,16
L929 necroptosis,0.7,0.4,0.5,-0.1,0.0,0.0,0.7,-0.4
14-3-3 Bad PPI,1,8,6,-8,13,10,x,-5
m-calpain inh,-20,18,-4,15,7,-35,x,-6
Rad51 HR inh,13,4,0,4,-4,3,-1,0
Hck-Nef inh,36,2,-1,0,-2,1,-1,7
EP2 mod,15,19,-11,19,26,8,x,15
TbHK1 inh,-31,-2,1,1,-4,3,1,-4
eIF4E 4G PPI,-13,1,2,0,5,-8,x,10
EP2 antag,11,4,17,7,9,8,17,11

17. CCCC(=O)OCCn1c(Br)nc2c1c(=O)[nH]c(=O)n2C
18. COc1ccc2[nH]c(=O)c(CN(c3ccc(C)c(C)c3)S(C)(=O)=O)cc2c1
19. COC(=O)CC1=NN(c2ccc(OC)cc2)C(=O)/C1=C\c1ccc(Cl)cc1
20. Cc1cc(C)nc(NS(=O)(=O)c2ccc(NC(=O)Nc3ccccc3)cc2)n1
21. Cc1cc(C)n(CC(O)COc2ccccc2C)n1 (stereo not drawn)
22. CC(C)NC(=O)COC(=O)c1ccc(O)cc1
23. CCOCc1nnc(NC(=O)CSc2ccc(C)cc2)s1
24. CCOCCCNC(=O)C(NC(=O)CNC(C)=O)c1ccc(Cl)cc1 (stereo not drawn)

assay / compound,17,18,19,20,21,22,23,24
L929 necroptosis,0.0,15,1.1,1.7,0.9,0.0,0.1,1.6
14-3-3 Bad PPI,9,1,0[fluorescence artefact?],1,-13,-1,-1[fluorescence artefact?],14
m-calpain inh,-15,-92,-41,-9,11,1,-17,1
Rad51 HR inh,-9,-3,6,-5,2,x,-8,-6
Hck-Nef inh,1,18,8,-3,24,-2,7,2
EP2 mod,30,-50,-40,-11&-3,3,18,10,11
TbHK1 inh,2,-10,-12,2,3,-1,5,14
eIF4E 4G PPI,-1,0,7,1,-3,-2[fluorescence artefact?],3,-2
EP2 antag,4,8,6,0&2,3,x,9,10

Reformatted: three of the compounds above.
Results follow in this order: L929 necroptosis, 14-3-3 Bad PPI, m-calpain inh, Rad51 HR inh, Hck-Nef inh, EP2 mod, TbHK1 inh, eIF4E 4G PPI, EP2 antag
[9] O=C(CSc1nc(-c2ccccc2)nc2ccc(F)cc12)Nc1cccc(C(=O)O)c1
  0.7, 1, -20, 13, 36, 15, -31, -13, 11
[10] C=CCSC1=C(C#N)C(c2cc(Br)c(O)c(OC)c2)CC(=O)N1 (stereo not drawn)
  0.4, 8, 18, 4, 2, 19, -2, 1, 4
[11] O=C(c1ccco1)N1CCN(S(=O)(=O)c2ccc3c(c2)OCCO3)CC1
  0.5, 6, -4, 0, -1, -11, 1, 2, 17

The results go on:
25. Cc1ccsc1CN1CCC(C(=O)NCc2ccccc2Cl)CC1
26. CNC(=O)c1c(Cl)cnn1-c1ccccc1
27. CCOC(=O)c1cnc(-n2nc(C)cc2C)nc1NC
28. CCN=C1SC(CC(=O)NCCc2ccc(OC)c(OC)c2)C(=O)N1CC (stereo not drawn)
29. Cc1cccc2c3nc4ccccc4nc3n(CCCN3C(=O)c4ccccc4C3=O)c12
30. CC1CCCCN1S(=O)(=O)c1cccc2cccnc12 (stereo not drawn)
31. O=C(NCc1ccc(F)cc1)c1c(O)c2cccc3c2n(c1=O)CCC3
32. COc1ccc2ccc(Oc3ncccn3)cc2c1

assay / compound,25,26,27,28,29,30,31,32
L929 necroptosis,-0.3,0.1,-0.1,0.1,-0.3,0.9,3.1,-0.3
14-3-3 Bad PPI,23,-3,12,1[fluorescence artefact?],1,9,10,3
m-calpain inh,-8,-7,-57,-21,-120,17,18,13
Rad51 HR inh,x,x,-10,-6,-7,2,-7,x
Hck-Nef inh,2,-5,4,-1,5,18,2,2
EP2 mod,-13,32,12,16,-5,-3,47,15
TbHK1 inh,5,-3,-3,-2,-8,0,3,1
eIF4E 4G PPI,-1,1,-7,0[fluorescence artefact?],6,2[fluorescence artefact?],0,-2
EP2 antag,9,2,7,14,10,23,13,x

33. O=C(CSc1nc2cc(Cl)ccc2s1)c1ccco1
34. CCC(CC)C(=O)Nc1ccc(C(=O)Nc2cc(C)on2)cc1
35. Cc1ccc2c(c1)cc(CN(Cc1cccnc1)C(=O)c1ccccc1)c1nnnn12
36. CS(=O)(=O)Nn1cnc2ccccc2c1=O
37. COc1ccc2nc(C)cc(N3CCOCC3)c2c1
38. Fc1ccc(Oc2nnnn2-c2ccccc2)cc1
39. O=C(/C=C/c1ccccc1)NC1CCSC1=O (stereo not drawn)
40. CC1(CCc2ccccc2)NC(=O)N(CC(=O)Nc2ccc(S(N)(=O)=O)cc2)C1=O (stereo not drawn)

assay / compound,33,34,35,36,37,38,39,40
L929 necroptosis,3.8,7.8,-1.2,-0.1,2.1,1.6,0.5,3.5
14-3-3 Bad PPI,-17,0,-6,-1,-13[fluorescence artefact?],-5,-2,42
m-calpain inh,9,2,8,11,10,3,-1,-32
Rad51 HR inh,1,-4,12,-12,7,10,7,5
Hck-Nef inh,1,9,24,0,-7,-20,1,3
EP2 mod,-31,-7,-4,17,18,27,9,11
TbHK1 inh,0,2,1,3,-10,-4,-6,-1
eIF4E 4G PPI,8,0,-1,1[fluorescence artefact?],-8,-5,0,-6
EP2 antag,10,10,3,8,1,3,7,8

41. CCOC(=O)c1sc(NC(=O)CCN2CCOCC2)c(C(=O)OCC)c1C
42. CC(=O)C1C(c2ccc(Br)cc2)c2c(noc2C)CC1(C)O (stereo not drawn)
43. Clc1ccc(COn2c(-c3ccc(Cl)cc3)nc3ccccc32)cc1
44. CC(C)[C@H](NC(=O)c1ccccc1)C(=O)OCc1nc2scc(-c3ccccc3)c2c(=O)[nH]1
45. COCCN(C(=S)Nc1cccc(C)c1C)C(C)c1ccco1 (stereo not drawn)
46. COc1ccccc1Nc1nc(N)nc(CSc2nncn2C)n1
47. O=C(c1ccccc1)c1cccc(NC(=O)c2ccco2)c1
48. Nc1ccccc1Nc1cc(-c2ccccc2)nn1-c1cccc(Cl)c1

assay / compound,41,42,43,44,45,46,47,48
L929 necroptosis,-0.4,-0.2,0.3,0.2,3.1,0.0,-0.1,0.9
14-3-3 Bad PPI,5[fluorescence artefact?],-4,0,-17[fluorescence artefact?],-7,7,6,-7
m-calpain inh,4,7,-5,22,33,3,27,21
Rad51 HR inh,-17,x,-10,5,-8,7,3,5
Hck-Nef inh,11,6,0,5,5,1,4,1
EP2 mod,4,15,27,-29,13,-1,33,8
TbHK1 inh,-5,-3,-1,-2,-1,-12,35,1
eIF4E 4G PPI,-1,-1,11,11,-5,2,5,3
EP2 antag,-2,8,5,4,9,9,8,6

Rewritten with tabs: part of the list above
entry	SMILES	L929 necroptosis	14-3-3 Bad PPI	m-calpain inh	Rad51 HR inh	Hck-Nef inh	EP2 mod	TbHK1 inh	eIF4E 4G PPI	EP2 antag
44	CC(C)[C@H](NC(=O)c1ccccc1)C(=O)OCc1nc2scc(-c3ccccc3)c2c(=O)[nH]1	0.2	-17[fluorescence artefact?]	22	5	5	-29	-2	11	4
42	CC(=O)C1C(c2ccc(Br)cc2)c2c(noc2C)CC1(C)O (stereo not drawn)	-0.2	-4	7	x	6	15	-3	-1	8
46	COc1ccccc1Nc1nc(N)nc(CSc2nncn2C)n1	0.0	7	3	7	1	-1	-12	2	9
48	Nc1ccccc1Nc1cc(-c2ccccc2)nn1-c1cccc(Cl)c1	0.9	-7	21	5	1	8	1	3	6

Remaining list, next part:
49. CC(C)(C)C(=O)Cn1c(=O)n(-c2ccc(F)cc2F)c(=O)c2sccc21
50. CCCC(=O)C1=C(O)C(C(=O)OC)C(C)(C)CC1=Nc1ccc(N)cc1 (stereo not drawn)
51. C=CCc1cccc2cc(C(=O)N(C)C)c(=O)oc12
52. O=[N+]([O-])c1cc(S(=O)(=O)NC2=NCCCCC2)ccc1Cl
53. Cc1ccc(C2Nc3ccccc3C(=O)N2Cc2ccco2)cc1 (stereo not drawn)
54. Cc1cc(C)cc(N2CCCn3c2nc2c3c(=O)n(CC(=O)OCc3ccccc3)c(=O)n2C)c1
55. Cc1cc(C(=O)N/N=C2\CC(=O)CC(C)(C)C2)c(C)n1-c1ccccc1
56. O=C(O)c1c(-n2cccc2)sc2c1CCCC2
57. CCOc1cc(C(=O)O/N=C(\N)c2ccc([N+](=O)[O-])cc2)cc(OCC)c1OCC
58. O=C(c1cn(-c2ccccc2)nc1-c1cccc(Br)c1)N1CCOCC1
59. CSc1ccccc1NC(=O)Cn1ccsc1=N

assay / compound,49,50,51,52,53,54,55,56,57,58,59
L929 necroptosis,1.9,-0.2,-0.2,-1.2,1.2,1.8,-0.1,1.3,0.5,-0.2,1.4
14-3-3 Bad PPI,-11,7,3,-7,-18,-1,-17[fluorescence artefact?],-5,3,-4,-6
m-calpain inh,-31,-29,-63,-11,i,19,12,-26,23,10,-15
Rad51 HR inh,5,-1,-4,-8,5,6,-2,1,-5,5,-3
Hck-Nef inh,18,-1,1,21,3,0,-1,19,0,-3,17
EP2 mod,6,-6,27,-35,34,16,-2,23,25,-2,10
TbHK1 inh,-3,-13,-7,2,18,-15,2,2,-3,2,-1
eIF4E 4G PPI,1,7,2,-2,11,-8,-17,-4,-4,2,-4
EP2 antag,4,7,-7,4,10,4,2,6,-1,9,6
